# ATG4B inhibitor – inhibitors of human ATG4B cysteine protease. Q9Y4P1. 340,000 tested, 0.51% active. inhibition, % at 8.33 µM. ATG4B cleavage of LC3-PLA2, NBD-HPC fluorescence, 1 h; in the data active = inhibition above about 40%
# PfG6PD inh – PfG6PD (Plasmodium falciparum) enzyme inhibition; 350,000 tested, 0.78% active; PfGluPho enzyme, NADPH resazurin-diaphorase fluorescence; AID 504690; inhibition, % at 20 µM;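 active = inhibition reaching at least a set limit at 20 µM in the primary screen, cut at about 59% in these data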;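 note: 0% = DMSO wells with substrate and 100% = DMSO wells lacking glucose-6-phosphate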
# hIAP activ – increases human intestinal alkaline phosphatase activity; P09923; purified human IAP, CDP-Star luminescence, 30 min; active compounds read high; 1 = vehicle-only enzyme, 0 = enzyme-free background; activation factor at 10 µM; 330,000 tested, 0.16% active; AID 2524;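 active = activation factor of the enzyme at least 2-fold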; note: the source names both 10 and 20 µM as test concentration; values of inactives mirror those of a sister screen read the other way
# Target sequence (P09923 whole entry, looked up): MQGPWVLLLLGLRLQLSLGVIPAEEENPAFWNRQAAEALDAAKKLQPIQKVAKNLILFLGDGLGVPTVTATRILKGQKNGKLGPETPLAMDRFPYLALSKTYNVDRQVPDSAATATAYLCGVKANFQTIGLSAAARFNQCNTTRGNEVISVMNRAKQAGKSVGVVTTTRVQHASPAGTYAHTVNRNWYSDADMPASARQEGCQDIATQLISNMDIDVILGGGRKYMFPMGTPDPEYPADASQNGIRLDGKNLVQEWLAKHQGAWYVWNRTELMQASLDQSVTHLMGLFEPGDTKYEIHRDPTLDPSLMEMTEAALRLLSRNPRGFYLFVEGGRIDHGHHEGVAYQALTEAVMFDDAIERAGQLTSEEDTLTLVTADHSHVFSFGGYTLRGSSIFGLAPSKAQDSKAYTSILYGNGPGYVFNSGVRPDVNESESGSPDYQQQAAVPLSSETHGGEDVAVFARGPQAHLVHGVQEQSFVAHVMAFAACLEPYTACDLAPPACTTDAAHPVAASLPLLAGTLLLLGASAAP
# SENP6 block – inhibitors of human SENP6 protease. Recombinant SENP6 catalytic domain, aminoluciferin luminescence. inhibition, % at 10 µM. 330,000 tested, 1.8% active;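 active = inhibition above about 50% at the single tested dose, limit read from the data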;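 note: plate controls were DMSO wells with enzyme for no effect and DMSO wells lacking enzyme for full effect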
# Target sequence (Q9GZR1 628-1112 limits assumed): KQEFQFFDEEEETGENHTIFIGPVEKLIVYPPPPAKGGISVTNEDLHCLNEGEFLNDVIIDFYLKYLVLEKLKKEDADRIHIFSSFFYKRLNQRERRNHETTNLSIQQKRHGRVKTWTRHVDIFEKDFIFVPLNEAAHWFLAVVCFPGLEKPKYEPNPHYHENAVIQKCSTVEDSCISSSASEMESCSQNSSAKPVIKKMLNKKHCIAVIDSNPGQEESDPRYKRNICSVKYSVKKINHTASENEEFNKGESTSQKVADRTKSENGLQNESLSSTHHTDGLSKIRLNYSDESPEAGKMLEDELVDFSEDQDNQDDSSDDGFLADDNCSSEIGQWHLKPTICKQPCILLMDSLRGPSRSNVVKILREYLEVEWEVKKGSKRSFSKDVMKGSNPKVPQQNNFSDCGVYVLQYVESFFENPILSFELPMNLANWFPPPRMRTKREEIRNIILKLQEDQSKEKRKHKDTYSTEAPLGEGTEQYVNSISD
# SENP1 FRET inh – SENP1 (human) catalytic domain inhibition | recombinant SENP1 catalytic domain, CyPet-SUMO1-YPet FRET cleavage | Q9P0U3 | inhibition, % at 10 µM | 360,000 tested, 0.21% active;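 active = inhibition at least 30% at 10 µM, raw YFP signal under a set limit, fluorescence ratio 0.5 to 1.5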;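 note: 0% = enzyme with DMSO and 100% = no enzyme wells; some results filed as inactive read as strong as hits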
#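 Test system: recombinant human SENP1 catalytic domain, His6-tagged / Medium: pH 8 Tris buffer with EDTA, NaCl, BME, BSA, NP40, catalase / Also added: SUMO1 FRET substrate flanked by Cypet and Ypet, 25 nM / Times: 50 min reaction at room temperature / Signal: FRET, CFP and YFP emission / Control set: no-enzyme low control and enzyme-plus-DMSO high control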
# MPTP inh – permeability transition pore inhibition; inhibition, % at 10 µM; isolated mouse mitochondria, Ca2+ swelling absorbance, 30 min; 360,000 tested, 1.4% active; AID 602449;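 active = inhibition of 50% or more, scaled per plate between neutral and stimulator controls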;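 note: 0% = DMSO wells given calcium and 100% = 1 mM EGTA wells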
# SENP8 inh – blocks human SENP8 cleavage of Nedd8 substrate; inhibition, % at 20 µM; 360,000 tested, 0.64% active; Q96LD8; recombinant SENP8, Nedd8 substrate fluorescence; AID 602440; in the data active = inhibition mostly above about 40%, no sharp cut-off; inactive = mostly below about 27%
# NR3A LBD binder – modulators (binders) of human NR3A ligand-binding domain | Tm shift relative to glycine control, % at 25 µM | 340,000 tested, 2.5% active | NR3A LBD differential scanning fluorimetry, Tm shift; 0% = protein alone, 100% = glycine-bound protein;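 active = melting temperature shift of at least 10% of the positive control shift, at one fixed dose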
# Active calls of the source: *; i = inactive; · = not tested or not shown.
SMILES,ATG4B inhibitor,PfG6PD inh,hIAP activ,SENP6 block,SENP1 FRET inh,MPTP inh,SENP8 inh,NR3A LBD binder
c1ccc(-c2nccc(-c3ccco3)n2)nc1,9,-4,1.1,-1,1,-0.9,-5,1
O=C(CN1C(=O)c2cccc3cccc1c23)Nc1ccccc1,-4,2,0.95,13,-35,0.5,-364,-2
O=C(COc1ccc(Cl)cc1Br)N1CCN(c2ncccn2)CC1,-5,-6,0.92,13,-2,-1.4,-26,-3
O=C(CSc1nnc2ccc(-c3ccccn3)nn12)NCC1CCCO1 (configuration not stated),0,2,1.1,7,1,1.2,0,-1
Cc1cc(C)c2c(c1)NC(=O)C2(O)CC(=O)c1cccs1 (configuration not stated),2,9,0.91,-14,2,-0.8,26,3
CNC(=O)c1cc2cc(OC)ccc2oc1=N,-1,-20,0.93,0,-55,-0.1,-353,-1
COc1ccc(/C=N/NC(=O)c2ccc(NC(=O)C3CCCCC3)cc2)cc1O,-6,6,0.87,-12,0,-0.1,-276,5
Cc1cccc(OCC(O)Cn2c(=N)n(Cc3ccccc3)c3ccccc32)c1 (configuration not stated),-8,1,1.1,-20,1,2.3,27,0
COc1ccc(OC)c(/C=C/C(=O)c2ccc3c(c2)OCCO3)c1,-3,8,0.9,2,15,1.0,-31,0
COc1ccccc1/C=C(\C)C(=O)c1c(C)cc(C)[nH]c1=O,-3,2,0.97,-4,-1,-0.5,15,0
O=S(=O)(c1ccc2nc(Cc3cccc(C(F)(F)F)c3)[nH]c2c1)N1CCOCC1,-6,-12,0.88,-42,-4,0.9,-1,-1
O=C(CC(Nc1ccccc1Cl)C(=O)OCC(=O)c1cccs1)c1ccccc1 (configuration not stated),0,5,0.96,-4,4,3.5,24,-3
O=C1C(=O)N(c2ccccn2)C(c2ccc(Br)cc2)/C1=C(/O)c1ccc(Br)cc1 (configuration not stated),2,-28,1.1,36,23,7.3,5,-7
c1ccc(OCCN2C3=NCCN3c3ccccc32)cc1,-1,-4,1.2,-8,0,-3.1,37,0
Cc1cc(C)n2cc(CSc3nnnn3C)nc2n1,3,0,0.99,-9,0,-4.4,-267,-1
CC(=O)c1ccc(N/N=C(/C(N)=O)C2=NC(C)(C)Cc3ccccc32)cc1,-4,5,0.82,-3,1,1.0,18,-5
O=C(NCCCNc1ccc(C(F)(F)F)cc1[N+](=O)[O-])c1ccc(F)cc1,-4,19,0.99,9,6,39,32,-6
COc1ccccc1CN1CCNC(=O)C1CC(=O)O (configuration not stated),3,-21,0.9,-7,1,0.0,17,1
S=C(NCCc1ccccc1)N1CCN(C(=S)NCCc2ccccc2)CC1,3,-4,1.2,-14,0,-1.0,5,8
CN(Cc1ccccc1)C(=O)COC(=O)COc1ccc(Cl)cc1,5,3,1.1,-7,7,1.4,11,-1

# Compound profiles, from the list above:
# `O=C(CC(Nc1ccccc1Cl)C(=O)OCC(=O)c1cccs1)c1ccccc1` (configuration not stated) across the screens: ATG4B inhibitor: 0; PfG6PD inh: 5; hIAP activ: 0.96; SENP6 block: -4; SENP1 FRET inh: 4; MPTP inh: 3.5; SENP8 inh: 24; NR3A LBD binder: -3
# `COc1ccccc1/C=C(\C)C(=O)c1c(C)cc(C)[nH]c1=O` across the screens: ATG4B inhibitor: -3; PfG6PD inh: 2; hIAP activ: 0.97; SENP6 block: -4; SENP1 FRET inh: -1; MPTP inh: -0.5; SENP8 inh: 15; NR3A LBD binder: 0

# Next section
SMILES,ATG4B inhibitor,PfG6PD inh,hIAP activ,SENP6 block,SENP1 FRET inh,MPTP inh,SENP8 inh,NR3A LBD binder
O=C(c1cccc(F)c1)N1CCC(N2CCCCCC2)CC1,3,2,0.95,-22,-2,-0.5,23,2
O=C(O)CN1C(=O)SC(Nc2ccccc2)C1=O (configuration not stated),-4,-5,0.93,-17,2,0.8,6,-14
COCc1ccc(CN2CCC(C(=O)Nc3cccc(-c4cccc(Cl)c4)c3)CC2)o1,-7,15,1,-13,-2,15,5,-1
N#C/C(=C\C1=C(N2CCOCC2)C(=C/c2cccc([N+](=O)[O-])c2)/CC1)C(=O)Nc1ccccc1F,1,5,·,·,82,13,48*,0
O=S1(=O)CCN2C(c3cccc4ccccc34)=CSC2=N1,-5,30,1,-1,3,-0.9,11,-1
O=C(CCCCC(=O)NN=Cc1ccccc1O)NN=Cc1ccccc1O,-3,20,·,·,-17,0.6,-201,35*
Nc1ccc(-n2nc3ccccc3n2)cc1,-1,1,0.99,41,-123,3.3,-452,-1
CN(C(=O)COc1ccc([N+](=O)[O-])cc1)C1CCS(=O)(=O)C1 (configuration not stated),-4,-3,1.1,-1,2,-0.4,4,0
Cc1ccc(-n2c(O)c(C=Nc3ccc(S(=O)(=O)Nc4ncccn4)cc3)c3ccccc3c2=O)cc1C,7,34,0.98,4,-152,0.0,-53,0
COc1ccc(NC(=O)Nc2ccc3c(c2)N(C)C(=O)CS3)cc1Cl,-1,0,1.1,-12,3,93*,10,27*
COc1ccc(CNS(=O)(=O)c2ccc(-c3cnc(C4CC4)o3)cc2)cc1,-15,5,0.94,5,-1,4.1,-31,0
O=C(COc1coc(CN2CCc3ccccc3C2)cc1=O)Nc1ccc(F)cc1F,-5,-12,1,-3,-9,-2.1,0,·
O=C(CN(C(=O)CCC(=O)Nc1nccs1)c1cccc(F)c1)NCc1ccc2c(c1)OCO2,-5,-1,0.92,2,0,1.0,6,-1
Cc1ccc(S(=O)(=O)/N=C2\C=C(Nc3ccc(O)cc3)C(=O)c3ccccc32)cc1,17,111*,0.75,84*,2,10,80*,6
COc1ccc(N2CCN(C(=O)COc3ccccc3)CC2)cc1,-1,0,0.9,-9,·,·,·,0
Cc1cccn2c(CN(C)CCC3CCCCO3)c(C(=O)N3CCCCC3)nc12 (configuration not stated),25,4,1.1,-3,-2,0.6,2,2
Cc1ccc(SCC(=O)OC(C)C(=O)NCc2ccccc2)cc1 (configuration not stated),5,-8,1.1,-1,3,0.1,15,-1
O=C(CCS(=O)(=O)c1ccc2c(c1)NC(=O)CO2)NCCc1ccccc1,12,0,1.1,4,-1,-1.3,11,2
CC(C)c1ccc(NC(=O)NC2CC3CCC(C2)N3Cc2cccs2)cc1 (configuration not stated),-3,4,1.1,-11,0,3.2,24,0
C=CCn1c(SCC(=O)Nc2ccccc2OC)nc(O)c(CC)c1=O,-3,-7,1,-4,2,-0.5,10,1
O=C(c1ccc2c3c(cccc13)CC2)C1CCCN(Cc2cccnc2)C1 (configuration not stated),-6,6,1.1,-10,-8,2.5,-50,-1
O=C(Nc1ccc2c(c1)OCCO2)c1ccc(Cl)c(S(=O)(=O)N2CCCCC2)c1,-16,-5,1.1,-10,-1,9.0,-1,-3
CCOc1ccc(OCCCC(=O)N2CCN(S(=O)(=O)c3ccccc3C#N)CC2)cc1,-4,-6,0.96,0,0,0.8,5,0
Cn1c(=O)oc2cc(S(=O)(=O)N3CCC(C(=O)NCCc4ccccc4)CC3)ccc21,-2,5,1,-2,1,1.7,26,-1
CC(C)COc1nc2c(c(=O)n(C)c(=O)n2C)n1C,-3,-1,0.91,28,2,-1.1,11,-3
CN(C)S(=O)(=O)Nc1ccccc1C(N)=O,0,-3,1.1,-13,3,-0.4,-279,2
COc1ccc2c(CC(=O)N[C@@H](Cc3c[nH]c4ccccc34)C(=O)O)cc(=O)oc2c1,-1,-10,1.3,-40,-2,0.9,-143,-5
Cc1cc(C)n(CC(O)COc2ccc(C(C)C)c(C)c2)n1 (configuration not stated),-2,17,1.1,10,1,-0.1,7,0
Cc1ccc(-c2nc3ncccn3c2Nc2ccccc2C)o1,2,20,1.2,17,22,2.2,-67,-6
N#C/C(=C\c1ccco1)C(=O)NCC1CCCO1 (configuration not stated),2,9,0.88,-15,-4,0.7,6,10

# 2 entries drawn at random from the list so far:
SMILES,ATG4B inhibitor,PfG6PD inh,hIAP activ,SENP6 block,SENP1 FRET inh,MPTP inh,SENP8 inh,NR3A LBD binder
Cc1cc(C)n(CC(O)COc2ccc(C(C)C)c(C)c2)n1 (configuration not stated),-2,17,1.1,10,1,-0.1,7,0
COc1ccc2c(CC(=O)N[C@@H](Cc3c[nH]c4ccccc34)C(=O)O)cc(=O)oc2c1,-1,-10,1.3,-40,-2,0.9,-143,-5

# Part of the list above with just NR3A LBD binder and hIAP activ.
mol,NR3A LBD binder,hIAP activ
CN(Cc1ccccc1)C(=O)COC(=O)COc1ccc(Cl)cc1,-1,1.1
O=C(c1cccc(F)c1)N1CCC(N2CCCCCC2)CC1,2,0.95

# (more compounds)
SMILES,ATG4B inhibitor,PfG6PD inh,hIAP activ,SENP6 block,SENP1 FRET inh,MPTP inh,SENP8 inh,NR3A LBD binder
O=C(N/N=C/c1ccc(O)cc1)c1nc(-c2ccccc2)n(-c2ccccc2)n1,-9,19,1.1,-2,0,-0.2,-32,-1
COc1cccc(C(=O)CN2C(=O)C(C)(C)Oc3ccc(C(=O)N4CCOCC4)cc32)c1,0,-9,1,2,1,-2.5,25,0
Cc1ccc(OC(C)C(=O)Nc2ccc(C)c(S(=O)(=O)Nc3ccc(C)cc3C)c2)cc1 (configuration not stated),1,6,0.93,7,4,18,21,12*
CCOc1ccc(-n2cc(-c3ccccc3)c3c(=O)[nH]cnc32)cc1,-3,1,1,3,-3,0.1,24,0
Cc1csc(NC(=O)CSc2nncc(=O)n2N)n1,-5,18,1,-17,2,-0.3,4,0
CCOC(=O)N1CCN(S(=O)(=O)N2CCCC(C(=O)NCc3ccccc3OC)C2)CC1 (configuration not stated),-2,6,1.1,-16,-1,1.0,2,-3
CCOc1ccc(N(C)S(=O)(=O)c2ccc(C)c(C(=O)NCc3cccs3)c2)cc1,0,-3,0.91,-2,-1,0.4,8,-1
Cc1nc2ccccc2c(=O)n1NC(=O)c1ccc(Cl)cc1,9,0,0.96,-15,1,0.4,11,2
CCN(CC)CCN1C(=O)c2ccccc2NC1c1cccc(F)c1 (configuration not stated),2,-4,0.95,-6,-9,-2.6,-341,-4
CCOC(=O)C1CCCN(C(=O)N2CCOCC2)C1 (configuration not stated),-3,-4,0.87,-3,2,2.0,14,-3
COc1ccc(-c2nnc(SCc3cc(C)ccc3C)n2N)cc1,-1,15,0.94,-13,3,3.8,12,1
CCCn1c(=N)c(C(=O)NCC2CCCO2)cc2c(=O)n3cccc(C)c3nc21 (configuration not stated),-2,3,0.9,-19,-23,-0.4,i,-2
CC(C)N(C(=O)[C@H]1C[C@H](CC(=O)NCCCN(C)C)C(=O)N2CCc3c([nH]c4cc(-c5ccco5)ccc34)[C@]12C)C(C)C,-2,23,·,·,2,4.6,-317,-1
CC(=O)NC1(C(F)(F)F)C(=O)Nc2c1c(=O)[nH]c(=O)n2CCc1ccccc1 (configuration not stated),4,-7,1.2,-19,-9,0.1,-3,0
N#Cc1ccc(CSc2nnc(COc3ccccc3)n2-c2ccccc2)cc1,-5,1,0.98,-10,0,-4.0,-4,-1
